High-throughput results (PubChem BioAssay)
GRIN3A LBD mod – NR3A (human) ligand-binding domain modulation; 340,000 compounds, 2.5% hits; NR3A LBD differential scanning fluorimetry, Tm shift; 0% = protein alone, 100% = glycine-bound protein; Tm shift relative to glycine control, % at 25 µM; AID 1259313;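 active = melting temperature shift of at least 10% of the positive control shift, at one fixed dose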
NALP3 yeast inh – NALP3 inhibition in yeast; AID 2825; 330,000 compounds, 0.39% hits; Yeast reconstituted NLRP3/ASC/caspase-1, beta-gal luminescence, 24 h; inhibition, % at 10 µM;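 active = inhibition of 50% or more; inactive = inhibition below 50%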;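 also: plate controls were induced DMSO wells for no effect and uninduced yeast grown without galactose for full effect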
tim23-1 inh – tim23-1 yeast growth inhibition. S. cerevisiae tim23-1 growth, BacTiter-Glo luminescence, 24 h. inhibition, % at 20 µM. 330,000 compounds, 1.3% hits. AID 463212;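 active = growth inhibition of the mutant yeast at or above 50%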;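 also: temperature-sensitive mutant grown at 25 °C; plate controls were DMSO-treated mutant yeast for no effect and medium wells lacking yeast for full effect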
UPR XBP1 act – adaptive UPR (XBP1) activation | CHO-XBP1 luciferase reporter, IRE1-XBP1 UPR activation, luminescence; percent of tunicamycin response, DMSO as zero | activation, % at 20 µM | 330,000 compounds, 0.33% hits;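 active = versus positive control, 20 µM dose yields 30% or more activation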;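 also: 100% = tunicamycin at 10 µg/mL and 0% = DMSO only wells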
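assay system = CHO-XBP1 luciferase reporter cells | amount = 1000 cells/well | buffer or medium = F12 plus 10% FBS | compound dosing = single point, 20 µM final compound, 1% DMSO | incubation = 16-18 h cell attachment at 37 °C, then 6 h compound exposure | detection = Steady-Glo luminescence read | controls = tunicamycin 10 µg/mL and vehicle-only wells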
Mdm2-MdmX inh – inhibitors of human Mdm2/MdmX interaction; O15151+Q00987; SaOS-2 split-luciferase Mdm2/MdmX complementation, luminescence; inhibition, % at 8 µM; 330,000 compounds, 3% hits;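 active = inhibition of at least 50% at 8 µM in the primary screen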
TIM10 inh – growth inhibitors of TIM10 yeast strain; S. cerevisiae TIM10 strain growth, BacTiter-Glo luminescence, 24 h; inhibition, % at 10 µM; 330,000 compounds, 1.4% hits; AID 463195;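 active = inhibition of 40% or more at the single tested concentration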;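 also: wild-type TIM10 isogenic control strain grown at permissive 25 °C; 0% = DMSO yeast wells and 100% = minimal medium wells without yeast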
APJ agonist – activates the human apelin receptor APJ; CHO-K1 APJ PathHunter beta-arrestin, luminescence; 0% DMSO wells, 100% apelin; 330,000 compounds, 0.11% hits; activation, % at 20 µM; AID 2520; P35414;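 active = activation more than six SD over the plate average, tested at 20 µM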;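 also: 0% = DMSO alone and 100% = apelin-13 at 10 nM; some results filed as inactive read as strong as hits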
Target sequence (P35414 whole entry, looked up): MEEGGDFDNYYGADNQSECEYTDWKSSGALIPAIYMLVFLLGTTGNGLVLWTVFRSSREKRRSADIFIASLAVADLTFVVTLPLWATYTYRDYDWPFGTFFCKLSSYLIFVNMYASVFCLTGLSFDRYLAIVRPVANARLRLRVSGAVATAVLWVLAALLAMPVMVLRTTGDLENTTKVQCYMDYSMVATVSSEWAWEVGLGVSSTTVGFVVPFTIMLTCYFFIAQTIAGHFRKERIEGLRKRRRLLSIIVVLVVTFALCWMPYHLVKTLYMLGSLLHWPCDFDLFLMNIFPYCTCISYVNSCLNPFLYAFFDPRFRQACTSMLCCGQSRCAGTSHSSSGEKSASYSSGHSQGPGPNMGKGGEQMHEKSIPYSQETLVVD
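Incubation: overnight seeding, 90 min compound at 25 °C, 1 h detection; test system: PathHunter CHO-K1 APJ (AGTRL-1) beta-arrestin reporter cells; amount: 1000 cells/well; doses: one dose, 20 µM compound, 1% DMSO; measured by: beta-gal luminescence; measure: agonist-driven arrestin binding to APJ; benchmarks: negative DMSO alone, positive Apelin-13 at 10 nM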
tim10-1 inh – tim10-1 yeast growth inhibition; 330,000 compounds, 2.2% hits; AID 463190; inhibition, % at 20 µM; S. cerevisiae tim10-1 ts strain growth, BacTiter-Glo, 24 h;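 active = inhibition of at least 40%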;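 also: mutant grown at 25 °C; 0% = DMSO wells with yeast and 100% = wells holding no yeast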
CHOP UPR activ – apoptotic UPR (CHOP) activation. activation, % at 10 µM. CHO-CHOP luciferase reporter, luminescence; percent of tunicamycin response over DMSO baseline. AID 449763. 330,000 compounds, 0.34% hits;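 active = at 10 µM dose, activation of 40% or more, normalized to positive control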;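 also: 100% = tunicamycin at 10 µg/mL and 0% = DMSO alone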
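Assay system: CHO-CHOP cells, stable luciferase reporter of PERK-eIF2a-CHOP signalling / Buffer or medium: F12 plus 10% serum / Compound dosing: one dose, 10 µM in 0.5% DMSO / Times: 6 h compound treatment, 37 °C / Technique: luciferase luminescence / Read-out: % reporter activation, DMSO baseline versus tunicamycin full activation / Benchmarks: tunicamycin and DMSO controls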
* marks the source's active call; other numbers are inactive results; x = no result given. Compounds were not picked by outcome. About 8.2% of those tested had a hit in this group.

SMILES | GRIN3A LBD mod | NALP3 yeast inh | tim23-1 inh | UPR XBP1 act | Mdm2-MdmX inh | TIM10 inh | APJ agonist | tim10-1 inh | CHOP UPR activ
O=C(NCc1ccco1)C(c1ccccc1)N(C(=O)Cc1cccs1)c1ccccc1 (stereo not given) | -0.9 | 10.9 | -2.5 | 1.9 | -3.1 | -7.2 | -1.9 | 22.6 | -2.0
CC(C)(C)Nc1nc(Oc2ccc(=O)[nH]n2)nc(N2CCOCC2)n1 | -3.2 | 4.0 | 3.8 | -0.5 | 14.3 | -12.2 | -0.7 | -2.4 | -1.2
COCCn1c(-c2ccccc2)csc1=Nc1cccnc1 | -1.4 | 8.4 | 30.4 | 0.3 | 3.0 | 4.1 | -1.9 | 12.4 | -0.4
Cc1ccc(C)c(C(=O)CCC(=O)Nc2ccc(F)cc2)c1 | 0.1 | 35.2 | 19.4 | -1.7 | 35.8 | -9.9 | -6.2 | 12.5 | 1.5
Cc1ccccc1OCC(=O)OCC(=O)NCCc1ccccc1 | -1.1 | 21.4 | -1.0 | -0.7 | 14.9 | 0.4 | -1.9 | -19.4 | -1.4
O=C(CN1CCN(C(=O)CNC(=O)c2ccc3c(c2)OCO3)CC1)Nc1cccc(F)c1 | 0.3 | 14.9 | 7.5 | 0.0 | 17.7 | 6.6 | -2.4 | 0.2 | 2.3
CN(C)c1ccnc2sc3c(SCc4ccc(Cl)cc4)ncnc3c12 | 1.4 | 10.0 | -2.9 | 3.3 | 18.6 | 9.1 | -2.8 | 13.0 | 6.8
Cc1cc(C(=O)CS(=O)(=O)c2ccc(F)cc2)cc(C)c1O | -0.3 | 9.4 | -9.0 | -1.5 | -5.6 | -10.4 | -2.3 | -13.9 | 3.4
Cc1ccc(-c2nn(-c3ccccc3)cc2C(=O)N2CCOCC2)cc1 | -2.9 | -4.7 | 35.7 | -0.7 | -11.9 | 32.0 | -5.7 | 40.2* | -1.3
O=C1c2ccccc2C(=O)N1CC(O)COc1ccc(Br)cc1 (stereo not given) | 1.4 | 17.0 | 28.5 | -3.7 | 11.1 | -16.4 | -2.4 | -4.1 | 3.9
O=C(NN=C1CCCCCC1)c1ccncc1 | -2.3 | -0.4 | 6.5 | -3.3 | 37.3 | -7.9 | -8.8 | 0.5 | 0.7
CCOc1cc(N2CCOCC2)c(OCC)cc1NC(=O)CCS(=O)(=O)c1ccc(Cl)cc1 | 0.0 | -8.4 | 7.6 | -0.7 | -17.4 | 13.0 | -2.5 | 24.3 | -0.4
Cc1occc1-c1nnc(SCC(=O)N2CCOCC2)n1CCc1ccccc1 | 6.4 | 16.7 | 0.9 | -1.1 | 12.5 | 6.9 | 0.8 | 9.8 | -0.6
Cc1ccc(-n2c(SCc3ccc([N+](=O)[O-])cc3)nc3ccccc3c2=O)cc1 | -5.6 | 12.0 | 31.8 | -3.2 | -16.9 | 18.7 | -3.1 | 16.9 | -0.9
CCCc1cc(=O)[nH]c(SCC(=O)c2cc(C)n(CC(F)(F)F)c2C)n1 | -1.6 | 10.1 | 5.8 | -0.1 | 8.2 | 0.1 | -2.2 | 9.6 | -1.3
CCCCc1nc(Cl)c(C#N)c2c1CCC2 | -4.7 | 32.2 | -3.4 | -3.1 | -27.9 | 8.8 | 2.1 | -9.8 | 0.5
O=C(COc1ccc(Cl)cc1)NCc1nnc(SCC(=O)N2CCCC2)o1 | -0.8 | 9.4 | 10.6 | 4.1 | -3.1 | 9.9 | 0.8 | 10.6 | 2.6
CC(=O)c1ccc(N2CCN(C(=O)/C=C/c3ccc4ccccc4n3)CC2)cc1 | -1.4 | 36.9 | 50.3* | 0.8 | 68.6* | 63.9* | -1.4 | 23.6 | 7.4
O=C(NCc1cccc(OC(F)(F)F)c1)c1cccc2c1C(=O)c1ccc(-c3ccc(F)cc3OCc3ccccc3)cc1S2(=O)=O | 0.7 | 28.7 | 8.0 | -2.2 | -16.2 | 1.1 | -8.5 | 17.4 | 1.3
O=c1[nH]c(=O)n(Cc2ccc(Oc3ccccc3)cc2)cc1Br | x | 15.9 | 21.7 | -4.6 | -16.6 | 4.1 | -6.1 | 36.5 | -1.8

Brought forward from above: 5 compounds; new compounds follow.
SMILES | GRIN3A LBD mod | NALP3 yeast inh | tim23-1 inh | UPR XBP1 act | Mdm2-MdmX inh | TIM10 inh | APJ agonist | tim10-1 inh | CHOP UPR activ
CCCCc1nc(Cl)c(C#N)c2c1CCC2 | -4.7 | 32.2 | -3.4 | -3.1 | -27.9 | 8.8 | 2.1 | -9.8 | 0.5
O=C(COc1ccc(Cl)cc1)NCc1nnc(SCC(=O)N2CCCC2)o1 | -0.8 | 9.4 | 10.6 | 4.1 | -3.1 | 9.9 | 0.8 | 10.6 | 2.6
CC(=O)c1ccc(N2CCN(C(=O)/C=C/c3ccc4ccccc4n3)CC2)cc1 | -1.4 | 36.9 | 50.3* | 0.8 | 68.6* | 63.9* | -1.4 | 23.6 | 7.4
O=C(NCc1cccc(OC(F)(F)F)c1)c1cccc2c1C(=O)c1ccc(-c3ccc(F)cc3OCc3ccccc3)cc1S2(=O)=O | 0.7 | 28.7 | 8.0 | -2.2 | -16.2 | 1.1 | -8.5 | 17.4 | 1.3
O=c1[nH]c(=O)n(Cc2ccc(Oc3ccccc3)cc2)cc1Br | x | 15.9 | 21.7 | -4.6 | -16.6 | 4.1 | -6.1 | 36.5 | -1.8
O=C(CN1C(=O)NC2(CCCCCC2)C1=O)c1ccc2c(c1)OCCO2 | 0.1 | 3.6 | 20.8 | -0.2 | -119.6 | 27.8 | 4.6 | 6.3 | 3.1
Fc1ccccc1COc1ccccc1CNCc1ccncc1 | 0.5 | 14.6 | 3.2 | -3.4 | 20.3 | 15.4 | 2.2 | 14.2 | 0.2
O=Cc1cn(-c2ccccc2)nc1-c1ccc2c(c1)OCCO2 | 4.8 | 50.2* | 72.4* | -0.9 | -100.1 | 47.2* | 1.8 | 52.6* | 4.3
CC1(C)CC2CC(C)(CN2S(=O)(=O)c2cccc(C(=O)OCC(N)=O)c2)C1 (stereo not given) | -2.5 | -1.7 | 6.9 | -1.6 | 14.9 | 1.6 | -1.0 | 13.5 | -0.1
CC(C)NC(=O)c1ccccc1S(=O)c1ccccc1C#N (stereo not given) | -0.2 | 16.0 | -5.8 | -1.2 | -7.4 | -5.4 | -0.4 | -6.8 | 0.0
CCN(C(=O)COC(=O)c1cccc(S(=O)(=O)N(CC)CC)c1)C1CCS(=O)(=O)C1 (stereo not given) | 0.7 | 2.1 | -5.0 | 0.1 | 9.0 | 6.4 | -4.1 | 10.6 | 1.3
COc1ccc(N2CCN(C(=O)CSc3ncnc4c3cnn4-c3ccccc3C)CC2)cc1 | 0.1 | 14.7 | -9.6 | -5.7 | 10.6 | -9.9 | 3.4 | -14.3 | -3.6
CCN(CC)CCOC(=O)c1ccc(NC(=O)c2cccc(C)c2[N+](=O)[O-])cc1 | 6.6 | 9.9 | 0.3 | 3.8 | 18.6 | -1.0 | -2.0 | 13.0 | -0.7
Cc1cccc(C)c1N=C1C(=O)Nc2ccccc21 | -1.0 | 20.9 | 11.0 | -3.2 | 13.7 | 6.4 | -0.4 | 4.0 | 1.4
Cc1ccc(NS(=O)(=O)c2cc(NC(=O)C(C)Oc3ccccc3)ccc2C)c(C)c1 (stereo not given) | -486.5 | -1.3 | 35.2 | -1.9 | 11.5 | 20.6 | -0.2 | 36.7 | 2.4
COc1ccc(C2CC(=O)Nc3n[nH]c(-c4ccccc4)c32)cc1OC (stereo not given) | -0.2 | 8.7 | 1.2 | 3.5 | 6.2 | -11.2 | -1.6 | 1.8 | -1.0
Cc1ccccc1NC(=O)c1ccc(CN2CCc3ccccc3C2)cc1 | -0.9 | 30.9 | 21.6 | -7.5 | 37.7 | -4.6 | -5.1 | 14.5 | -0.7
COc1cccc(C2C3=C(N=c4s/c(=C\c5ccc(O)cc5)c(=O)n42)c2ccccc2CC3)c1OC (stereo not given) | -14.2 | 15.2 | 14.6 | -0.1 | 37.4 | 16.1 | -1.8 | 16.5 | 2.4
Cc1occc1C(=O)NC(C)C12CC3CC(CC(C3)C1)C2 (stereo not given) | 0.2 | 29.6 | 39.1 | 0.3 | 29.3 | 32.4 | 0.0 | 37.0 | 0.0
COC(=O)c1cccc(COC(=O)c2ccc(N(C)C)cc2)c1 | -0.9 | 19.9 | 12.1 | 3.3 | 13.8 | 11.3 | 0.7 | 19.1 | 4.1
CN(C)CCCNc1nc(N)c([N+](=O)[O-])c(NC2CCCCC2)n1 | -0.5 | 6.2 | 1.7 | -1.6 | 0.0 | -6.5 | -0.4 | -5.4 | -1.1
O=C(CSc1nnc(Cc2cc(=O)[nH]c(=O)[nH]2)n1-c1ccc(Cl)cc1)NC1CCCC1 | -0.3 | 18.9 | 6.3 | -3.6 | -5.7 | 7.4 | -2.9 | -1.4 | -0.2
CS(=O)(=O)N(CC(=O)N1CCN(c2cccc(Cl)c2)CC1)c1ccccc1 | 1.5 | 12.3 | 23.3 | -0.2 | -4.9 | 26.3 | 8.1 | 24.7 | -2.2
COc1ccc(Cl)cc1Nc1nc(NCCO)nc(N2CCCCC2)n1 | -3.2 | 12.4 | 47.8 | 3.5 | 35.6 | 23.7 | -0.2 | 28.3 | 1.7
NC[C@H](Cc1ccccc1)NCCCCC1CCCCC1 | -3.0 | 23.3 | 3.3 | 7.2 | -14.4 | 3.5 | -5.1 | 1.4 | -1.0
Cc1cc(NC(=O)Nc2ccc(Cl)cc2)n(C(C)(C)C)n1 | -0.5 | 3.7 | 6.1 | -1.1 | -3.4 | -3.2 | -0.4 | 9.6 | 0.1
Cc1cccc(N/N=C/c2ccccc2O)c1 | -4.3 | 18.6 | 20.6 | -0.1 | -67.6 | 18.4 | -3.2 | -0.9 | 6.8
O=C1/C(=C\c2cccnc2)SC(=S)N1c1ccc(F)cc1 | -0.6 | 17.4 | 10.9 | -3.1 | 21.9 | 11.5 | -2.1 | 13.8 | 1.1
COc1ccc(-n2c(O)c(C=NCC(c3ccco3)N3CCCC3)c3ccccc3c2=O)cc1OC (stereo not given) | -2.3 | 5.5 | -11.7 | -2.6 | 15.6 | 7.7 | -1.2 | 0.5 | 0.3
CC(C)c1ccc(NC(=O)COc2ccc(C3SCCS3)cc2)cc1 | 0.6 | 19.2 | -5.3 | 0.0 | -3.1 | -0.2 | 1.8 | 6.2 | 2.3
COc1cc2c(cc1OC)C1=C(C#N)CCC(=NC(=O)c3ccco3)N1CC2 | -0.8 | 10.6 | 3.6 | 2.5 | 7.5 | -8.7 | -2.8 | 16.4 | -2.8
O=C(NCCSc1ccccn1)c1ccc(Cl)cc1Cl | -0.6 | 21.2 | 14.9 | -2.7 | -105.2 | 5.0 | -0.3 | 10.4 | 5.9
